HIF activator: HIF pathway transcriptional activation; hit rate 0.32% among 300,000; U2OS HRE-luciferase reporter, luminescence; normalized: DMSO 0%, desferrioxamine 100%; activation, % at 7.5 µM (by protocol);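 active = mean activation of at least 10% of the iron chelator positive control signal, with at least half of replicates also reaching 10%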
TRPC6 inhibitor: blocks the mouse TRPC6 cation channel. Q61143. HEK293-TRPC6, membrane potential dye, ACh-evoked depolarization; active compounds read low. B-score at 10 µM. hit rate 1.1% among 310,000. AID 2553;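 active = B-score under library mean minus 3 SD, initial fluorescence not abnormally high, positive integrated signal ratio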;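 note: B-score derived from integrated fluorescence ratio over the kinetic read; more negative B-score means stronger inhibition of depolarization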
KLF5 inh: kruppel-like factor 5 inhibition. DLD-1 KLF5 promoter-luciferase reporter, luminescence. inhibition, % at 5 µM. hit rate 0.23% among 290,000. AID 1700;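 active = inhibition above a per-plate limit of that plate's mean compound inhibition plus 3 SD, cut at about 60% in these data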;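 note: 0% = DMSO wells and 100% = LY294002 at 200 µM; higher means less KLF5 promoter-driven luciferase light; inactives centre near -14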
MrgX1 antag: blocks BAM8-22 activation of human MrgX1 receptor | Q96LB2 | MRGX1-HEK293 calcium flux, Fluo-4, BAM8-22 antagonism; active compounds read low | B-score at 10 µM | hit rate 1.3% among 310,000 | AID 588676;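 active = calcium-response B-score plate-corrected more than 3 library SD below zero, starting fluorescence within 5 deviations, no agonist response on first addition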;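 note: peak minus trough fluorescence over baseline after final BAM8-22 challenge near maximal dose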
aSyn UTR inh: MLPCN primary screen, SNCA 5' untranslated region; alpha-synuclein 5'UTR reporter, inhibitor activity; inhibition, % (tested at 7.5 µM); hit rate 0.82% among 300,000; AID 1813; in the data active = inhibition above about 60%;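 note: H4 neuroglioblastoma cells stably carrying SNCA 5'UTR luciferase fusion; 0% = DMSO wells and 100% = positive control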
SKKanGAS inh: blocks kanamycin growth of S. pyogenes SKKanGAS strain; BacTiter-Glo, 6 h; inhibition, % at 7.5 µM; hit rate 1.3% among 300,000; AID 1662;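 active = mean replicate score, as percent of positive control median, at least 50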;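 note: strain carries kanamycin resistance gene driven by streptokinase promoter and grows in 40 µg/ml kanamycin; loss of luminescence reflects streptokinase promoter inhibition or plain growth inhibition; 0% = median of DMSO wells and 100% = positive control at its reference dose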
IEC-6 tox: kills IEC-6 intestinal cells in KLF5 counter-screen; IEC-6 cytotoxicity, luminescence viability; inhibition, % at 5 µM; hit rate 0.78% among 290,000; AID 1825; in the data active = inhibition above about 22%;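 note: 0% = plate median of test compound wells and 100% = cytotoxic reference compound wells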
TRPC4 agonist: TRPC4 (mouse) channel activation | Q9QUQ5 | B-score at 10 µM | AID 2237 | HEK293 TRPC4beta/mu-opioid, Fluo4 calcium fluorescence; active compounds read high | hit rate 0.49% among 310,000;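 active = B-score above 5 SD of library B-scores, and initial fluorescence ratio not above library mean plus 5 SD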;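 note: positive B-score marks a calcium rise read as TRPC4 activation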
Target sequence (Q9QUQ5 whole entry, looked up): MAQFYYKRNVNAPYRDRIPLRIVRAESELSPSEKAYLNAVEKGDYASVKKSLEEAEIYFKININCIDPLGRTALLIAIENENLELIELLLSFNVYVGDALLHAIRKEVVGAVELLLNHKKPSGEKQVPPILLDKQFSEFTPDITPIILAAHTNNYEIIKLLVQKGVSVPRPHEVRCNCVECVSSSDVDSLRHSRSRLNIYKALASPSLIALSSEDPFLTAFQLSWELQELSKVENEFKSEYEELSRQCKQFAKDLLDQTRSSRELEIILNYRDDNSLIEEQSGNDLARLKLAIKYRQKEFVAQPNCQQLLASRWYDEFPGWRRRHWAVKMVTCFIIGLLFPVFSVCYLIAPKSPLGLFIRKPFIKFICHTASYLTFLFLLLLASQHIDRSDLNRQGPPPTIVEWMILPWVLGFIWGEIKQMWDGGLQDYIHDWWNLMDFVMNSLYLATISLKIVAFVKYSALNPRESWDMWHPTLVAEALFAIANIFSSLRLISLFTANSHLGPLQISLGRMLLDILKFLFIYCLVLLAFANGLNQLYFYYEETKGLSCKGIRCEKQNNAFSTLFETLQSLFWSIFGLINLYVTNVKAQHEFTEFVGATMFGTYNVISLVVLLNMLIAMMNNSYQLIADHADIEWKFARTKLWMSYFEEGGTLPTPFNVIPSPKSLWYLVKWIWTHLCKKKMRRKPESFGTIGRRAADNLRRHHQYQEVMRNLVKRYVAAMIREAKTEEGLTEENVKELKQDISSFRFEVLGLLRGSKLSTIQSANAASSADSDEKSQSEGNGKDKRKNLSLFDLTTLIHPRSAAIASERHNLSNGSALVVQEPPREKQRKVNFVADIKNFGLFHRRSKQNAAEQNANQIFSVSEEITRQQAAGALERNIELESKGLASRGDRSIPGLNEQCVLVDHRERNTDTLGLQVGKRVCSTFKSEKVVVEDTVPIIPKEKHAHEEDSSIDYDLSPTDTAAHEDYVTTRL
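Material: HEK293 stable line with TRPC4beta plus mu-opioid receptor; technique: Fluo4 calcium-sensitive dye fluorescence, kinetic, 1 Hz baseline; timing: Fluo4 dye loading 45 min at room temperature, 110 s recording; controls: assay buffer as low control, maximal DAMGO as high control; read-out: integrated baseline-normalised fluorescence ratio, converted to per-well B score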
TRPC4 inh: inhibitors of mouse TRPC4 channel; AID 2247; B-score at 10 µM; Q9QUQ5; hit rate 0.39% among 300,000; HEK293 TRPC4beta/mu-opioid, DAMGO-evoked Fluo4 calcium flux; active compounds read low;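 active = B-score over 3 SD under the library average, no early fluorescence shift, positive overall ratio signal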
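test system = HEK293 cells with stable TRPC4beta plus mu-opioid receptor expression | detection = Fluo4 Ca2+ flux fluorescence | read-out = integrated fluorescence ratio relative to baseline, converted to per-well B score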
TRPC6 activator: mouse TRPC6 channel activation; Q61143; HEK293-TRPC6 membrane potential dye fluorescence; active compounds read high; B-score at 10 µM; hit rate 0.13% among 310,000; AID 2550;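 active = B-score of the integrated fluorescence ratio above library mean plus 3 SD, and starting fluorescence ratio within library mean plus 5 SD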;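 note: higher score means more depolarization so channel activation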
TRPC4 potent: TRPC4 (mouse) allosteric potentiation | Q9QUQ5 | HEK293 TRPC4beta/mu-opioid, DAMGO EC20, Fluo-4 Ca2+ flux; active compounds read high | B-score at 10 µM | hit rate 0.42% among 310,000;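 active = B-score of calcium response area above 5 SD of library B-scores, with initial fluorescence ratio within 5 SD of library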;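 note: B-score of integrated fluorescence ratio over time as area under calcium response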
* marks the source's active call; other numbers are inactive results; i = inactive; x = no result given.

SMILES | HIF activator | TRPC6 inhibitor | KLF5 inh | MrgX1 antag | aSyn UTR inh | SKKanGAS inh | IEC-6 tox | TRPC4 agonist | TRPC4 inh | TRPC6 activator | TRPC4 potent
CCC(Oc1ccc(Cl)cc1)C(=O)N1CC(=O)Nc2ccccc21 (stereo not drawn) | -0.1 | i | -4.9 | i | 10.5 | -3.5 | -3.2 | i | i | i | i
Cc1ccsc1/C=N/NC(=O)c1ccc([N+](=O)[O-])cc1 | 1.8 | i | -20.5 | i | -88.0 | -4.6 | -2.9 | i | i | i | i
CC(Sc1nc(-c2ccccc2)cc(C(F)(F)F)n1)C(=O)N1CCCCC1 (stereo not drawn) | -0.5 | i | 11.9 | i | 15.4 | -5.8 | 3.0 | i | i | i | i
CCn1c2ccccc2n2c(=O)c(=O)n(CC(=O)N3CCN(c4ccccc4OC)CC3)nc12 | 0.3 | i | -8.4 | i | 0.6 | 3.6 | 2.5 | i | i | i | i
COc1cccc(-c2nnc(SCc3ccccn3)n2C)c1 | 1.1 | i | -22.4 | i | -34.7 | -1.9 | 5.0 | i | i | i | i
CC(=O)OC(C)(CCC(C)(OC(C)=O)C(C)=O)C(C)=O (stereo not drawn) | 0.1 | i | -11.2 | x | 1.1 | -6.2 | -5.2 | i | i | i | i
COc1cc(C)ccc1OCc1cc(C(=O)N2CCC(c3ccc(F)cc3)C2)no1 (stereo not drawn) | 4.3 | i | -150.8 | i | -175.5 | 13.8 | 2.6 | i | i | i | i
Nc1nc(N)c2[nH]c(-c3ccccc3)nc2n1 | -0.4 | i | -36.6 | i | -49.0 | -0.8 | -0.2 | i | i | i | i
S=c1[nH]nc(C2COc3ccccc3O2)o1 (stereo not drawn) | 0.1 | i | -11.3 | i | -18.1 | 3.3 | 5.8 | i | i | i | i
COc1ccc(C2(C(=O)NCc3ccco3)CCCC2)cc1OC | -0.2 | i | -19.6 | i | 1.5 | 4.9 | -0.6 | i | i | i | i
COc1cccc(C2CC(C(F)(F)F)n3ncc(C(=O)NCC4CCCO4)c3N2)c1 (stereo not drawn) | 0.0 | -5.64* | 4.3 | i | 2.3 | 21.6 | 4.2 | i | i | i | i
COc1cccc(/C=N/NC(=O)CCn2c3ccccc3c3ccccc32)c1 | -0.1 | i | -0.7 | i | 0.9 | 15.1 | 0.5 | i | i | i | i
Cc1noc(N)c1C(=O)Nc1ccc(F)cc1 | -0.1 | i | -0.1 | i | 13.4 | 0.2 | 4.9 | i | i | i | i
O=C(Cc1cc(=O)[nH]c(=O)[nH]1)NCC1CCCO1 (stereo not drawn) | -0.1 | i | -7.5 | i | -2.1 | -3.7 | 0.7 | i | i | i | i
Cc1ccc(N2C(=O)C(CN3CCCCC3)C2c2ccccc2)cc1 (stereo not drawn) | -0.6 | i | -9.6 | i | 3.2 | -24.6 | -0.3 | i | i | i | i
CC(C)Nc1nc(NC(C)C)nc(NS(=O)(=O)c2ccc(N)cc2)n1 | 0.0 | i | -8.1 | i | 10.9 | -5.4 | 0.0 | i | i | i | i
COc1ccc(Cl)cc1N1C(=O)/C(=C\c2sccc2C)N=C1SCC(=O)NC1CC1 | -0.8 | i | -39.9 | i | -27.9 | 23.2 | 1.2 | i | i | i | i
C/C(=N\NC(=O)Cc1c(Cl)cccc1Cl)c1cccnc1 | -0.4 | i | -52.6 | i | -8.3 | 15.2 | 7.5 | i | i | i | i
O=C1CC(c2cc(F)ccc2F)c2cc3c(cc2N1)CCC3 (stereo not drawn) | -0.3 | i | -21.2 | i | 25.2 | -3.9 | 17.1 | i | i | i | i
COc1cc(NC(=O)C2CCC(=O)N2S(=O)(=O)c2ccc(C)cc2)cc(OC)c1 (stereo not drawn) | 0.8 | i | -11.4 | i | 2.0 | -7.8 | 2.1 | i | i | i | i
COc1ccc(NC(=S)NC(NC(=O)/C=C/c2ccccc2)C(Cl)(Cl)Cl)cc1 (stereo not drawn) | 0.7 | i | 6.7 | i | -15.4 | 17.4 | -0.4 | i | i | i | i
C=CCOC(=O)C1=C(C)NC(SCC(=O)NC(=O)OCC)=C(C#N)C1c1cccnc1 (stereo not drawn) | 1.3 | i | -25.4 | i | -0.6 | 4.7 | -3.8 | i | i | i | i
COc1ccc(-n2c(C)nc3c(cnn3-c3ccc(C)cc3)c2=O)cc1 | -0.4 | i | -27.6 | i | -12.1 | 0.6 | 1.2 | i | i | i | i
CN(C)C(=O)c1ccc(NS(=O)(=O)c2ccc3c(c2)OCCO3)cc1 | -0.9 | i | -32.5 | i | 11.8 | -5.0 | 2.1 | i | i | i | i

Exported with each value named: entries from further up
COc1ccc(NC(=S)NC(NC(=O)/C=C/c2ccccc2)C(Cl)(Cl)Cl)cc1 (stereo not drawn)
  HIF activator: 0.7 | TRPC6 inhibitor: i | KLF5 inh: 6.7 | MrgX1 antag: i | aSyn UTR inh: -15.4 | SKKanGAS inh: 17.4 | IEC-6 tox: -0.4 | TRPC4 agonist: i | TRPC4 inh: i | TRPC6 activator: i | TRPC4 potent: i

C=CCOC(=O)C1=C(C)NC(SCC(=O)NC(=O)OCC)=C(C#N)C1c1cccnc1 (stereo not drawn)
  HIF activator: 1.3 | TRPC6 inhibitor: i | KLF5 inh: -25.4 | MrgX1 antag: i | aSyn UTR inh: -0.6 | SKKanGAS inh: 4.7 | IEC-6 tox: -3.8 | TRPC4 agonist: i | TRPC4 inh: i | TRPC6 activator: i | TRPC4 potent: i

The listing picks up; the five compounds before the break are reprinted first.
SMILES | HIF activator | TRPC6 inhibitor | KLF5 inh | MrgX1 antag | aSyn UTR inh | SKKanGAS inh | IEC-6 tox | TRPC4 agonist | TRPC4 inh | TRPC6 activator | TRPC4 potent
COc1cc(NC(=O)C2CCC(=O)N2S(=O)(=O)c2ccc(C)cc2)cc(OC)c1 (stereo not drawn) | 0.8 | i | -11.4 | i | 2.0 | -7.8 | 2.1 | i | i | i | i
COc1ccc(NC(=S)NC(NC(=O)/C=C/c2ccccc2)C(Cl)(Cl)Cl)cc1 (stereo not drawn) | 0.7 | i | 6.7 | i | -15.4 | 17.4 | -0.4 | i | i | i | i
C=CCOC(=O)C1=C(C)NC(SCC(=O)NC(=O)OCC)=C(C#N)C1c1cccnc1 (stereo not drawn) | 1.3 | i | -25.4 | i | -0.6 | 4.7 | -3.8 | i | i | i | i
COc1ccc(-n2c(C)nc3c(cnn3-c3ccc(C)cc3)c2=O)cc1 | -0.4 | i | -27.6 | i | -12.1 | 0.6 | 1.2 | i | i | i | i
CN(C)C(=O)c1ccc(NS(=O)(=O)c2ccc3c(c2)OCCO3)cc1 | -0.9 | i | -32.5 | i | 11.8 | -5.0 | 2.1 | i | i | i | i
COc1ccc(OC)c(/C=C/C(=O)OCC(=O)Nc2cccc(C(C)=O)c2)c1 | 0.1 | i | -30.9 | i | 1.2 | -18.0 | 3.4 | i | i | i | i
CCOC(=O)C1=C(COC(=O)/C=C/c2ccc(OCC)c(OC)c2)NC(=O)NC1C (stereo not drawn) | 0.4 | i | x | i | 27.4 | -0.5 | x | i | i | i | i
CCc1cccc(C)c1NC(=O)c1ccoc1C | -0.3 | i | -2.7 | i | 16.0 | -5.8 | -2.4 | i | i | i | i
O=[N+]([O-])c1ccc(N2CCC(=NOCc3ccc(Cl)cc3)CC2)cc1 | -0.4 | i | 2.5 | i | 15.1 | 1.1 | -7.0 | i | i | i | i
COC(=O)c1sc2cc(=O)n(-c3cccc(C(F)(F)F)c3)nc2c1O | -0.2 | i | -2.5 | i | 14.9 | 1.9 | 6.7 | i | i | i | i
C/C(=N\NC(=O)OC(C)(C)C)c1ccc(-n2ccnc2)cc1 | 0.0 | i | -21.1 | i | 12.5 | -2.0 | -1.3 | i | i | i | i
COc1ccc2c(c1)CCC1C2=NN(/C(C)=C\C(C)=O)C1c1ccc(F)cc1 (stereo not drawn) | 1.2 | i | -130.3 | i | -24.4 | 11.5 | 9.7 | i | i | i | i
Cc1cc(C)n(C(=O)CCNC(=O)c2ccccc2Br)n1 | 0.1 | i | -30.4 | i | -2.5 | -4.8 | -4.8 | i | i | i | i
O=c1oc(-c2ccco2)nc2c1cnn2-c1ccccc1 | 0.1 | i | -18.8 | i | -5.2 | 6.8 | -5.5 | i | i | i | i
CCCCOC(=O)c1sc2nc(N3CCOCC3)c3c(c2c1N)CC(C)(C)OC3 | -0.2 | i | -17.1 | i | 11.8 | -2.1 | -2.5 | i | i | i | i
Cn1cc(CN2CCN(Cc3ccccc3)C(CCO)C2)c(-c2ccccc2)n1 (stereo not drawn) | -0.2 | i | -52.8 | i | 3.6 | -13.0 | -7.8 | i | i | i | i
COCCn1c(=O)c2cc3c(=O)n(CCOC)c(=O)c3cc2c1=O | -0.3 | i | -10.3 | i | -7.4 | 2.0 | -2.8 | i | i | i | i
O=[N+]([O-])c1cc(Cl)ccc1Nc1ccccc1 | 0.8 | i | -30.3 | i | 0.0 | 10.2 | -4.7 | i | i | i | i
Cn1c(=O)c2c(nc(SCC(=O)NCC3CCCO3)n2C)n(C)c1=O (stereo not drawn) | 0.3 | i | -7.8 | i | 11.9 | -7.1 | -3.1 | i | i | i | i
COc1ccc(NC(=O)C2Cc3ccccc3O/C2=N\O)cc1 (stereo not drawn) | 2.1 | i | -46.0 | i | -82.3 | 2.7 | 2.1 | i | i | i | i
O=C(c1ccccc1)N1CCN(CC#Cc2ccccc2)CC1 | 1.7 | i | -23.4 | i | -65.5 | -4.0 | 2.6 | i | i | i | i
CC(=O)Nc1ccc(S(=O)(=O)Nc2ccccc2N2CCOCC2)cc1Cl | -0.1 | i | -22.3 | i | -18.2 | -2.1 | -2.1 | i | i | i | i
CCOc1ccc(C(=O)NCc2ccncc2)cc1 | 0.3 | i | -8.0 | i | 2.9 | -4.0 | -5.4 | i | i | i | i
COc1cccc(C(=O)Nc2cccnc2)c1OC | 0.3 | i | -31.6 | i | -27.9 | 1.1 | -1.1 | i | i | i | i
CC(C)(C)c1ccc(C(=O)NCCc2ccccc2)cc1 | 0.6 | i | -18.3 | i | 31.9 | 3.0 | -5.6 | i | i | i | i
O=C(Cc1cccs1)N/N=C/C=C\c1ccco1 | 0.7 | i | -26.8 | i | -77.8 | 7.2 | 5.3 | i | i | i | i
COc1ccc(S(=O)(=O)NCc2ccco2)cc1C(=O)N1CCCCC1 | 0.3 | i | -6.8 | i | 8.6 | 1.6 | -6.5 | i | i | i | i
O=C(CSc1ncnc2c1oc1ccccc12)NC1CCCCC1 | -0.4 | i | -8.3 | i | -11.9 | 10.5 | -0.6 | i | i | i | i
CN(C(=O)c1ccccc1-c1ccccc1C(=O)O)c1ccccc1 | -1.9 | i | -13.6 | i | -7.8 | 1.1 | 2.1 | i | i | i | i

Assay outcomes: PubChem BioAssay, several laboratories

No enrichment for hits, and some 5.8% of all compounds hit somewhere here.
